Ec RNAP inh: blocks E. coli RNA polymerase transcription | inhibition, %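 (tested at 10 µM)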 | fluorescence transcription assay | P0A8V2 | actives 0.2% (n = 62,000) | AID 559; in the data active = inhibition above about 20%;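 note: 0% = enzyme without compound and 100% = no enzyme blank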
CatG inh: blocks human cathepsin G enzyme activity; purified enzyme, AMC-tetrapeptide fluorescence, pooled mixtures; actives 0.2% (n = 62,000); inhibition, % at 5 µM (by protocol);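 active = inhibition above 20% in each of the two mixture wells holding the compound; inactive = inhibition of 20% or less in either well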;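 note: 0% = enzyme control without mixture and 100% = blank lacking enzyme; strong numbers were not always called active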
CatB mix inh: human cathepsin B inhibition by mixtures. inhibition, %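 (ten-compound pools at 5 µM per compound and 50 µM total)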. P07858. actives 0.06% (n = 62,000). Purified cathepsin B, AMC dipeptide fluorescence, compound mixtures; in the data active = inhibition above about 22%, passing the limit was not always enough;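 note: 0% = enzyme without compound and 100% = no enzyme blank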
C1s block: blocks human complement C1s protease activity | AID 538 | purified C1s, fluorogenic AMC substrate, pooled mixtures | mean inhibition % of two 10-compound mixtures (active compounds read high), % at 5 µM (by protocol) | actives 0.16% (n = 62,000);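 active = inhibition above 20% in each of the two 10-compound mixture wells holding the compound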;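 note: 0% = enzyme wells lacking compound mixture and 100% = no-enzyme blank wells; some compounds called inactive have numbers as strong as hits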
Target sequence (P09871 16-437 limits assumed): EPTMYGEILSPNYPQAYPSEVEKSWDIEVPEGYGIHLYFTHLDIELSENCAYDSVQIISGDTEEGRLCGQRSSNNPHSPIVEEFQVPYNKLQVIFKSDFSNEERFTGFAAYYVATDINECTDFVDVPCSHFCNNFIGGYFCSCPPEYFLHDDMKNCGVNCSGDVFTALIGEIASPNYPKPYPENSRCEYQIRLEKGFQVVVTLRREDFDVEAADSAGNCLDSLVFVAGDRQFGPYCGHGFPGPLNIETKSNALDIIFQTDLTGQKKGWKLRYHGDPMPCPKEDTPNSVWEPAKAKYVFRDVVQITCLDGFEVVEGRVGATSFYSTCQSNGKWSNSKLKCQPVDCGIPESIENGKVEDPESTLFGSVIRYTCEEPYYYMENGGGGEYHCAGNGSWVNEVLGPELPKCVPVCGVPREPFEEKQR
Target sequence (P09871 438-688 limits assumed): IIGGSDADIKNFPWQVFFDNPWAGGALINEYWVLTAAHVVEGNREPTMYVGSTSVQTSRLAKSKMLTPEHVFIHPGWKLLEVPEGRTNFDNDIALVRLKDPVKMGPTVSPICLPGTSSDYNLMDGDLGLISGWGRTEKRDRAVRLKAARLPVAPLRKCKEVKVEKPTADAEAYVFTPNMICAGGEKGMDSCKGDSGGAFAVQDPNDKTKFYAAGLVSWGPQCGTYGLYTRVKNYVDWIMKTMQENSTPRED
AP complement: orthogonal test for alternative complement pathway inhibitors. Human serum alternative complement pathway, LPS-coated ELISA, C3 deposition; tested in compound mixtures. inhibition, % at 5 µM. actives 0.08% (n = 62,000). AID 1235;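 active = inhibition above 30% in each of the two pooled mixtures holding the compound, so the lower value exceeds 30%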;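 note: 0% = serum in Mg-EGTA without compound and 100% = EDTA serum blank; some compounds past the cut are filed as inactive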
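Assay system: human serum alternative complement pathway, C3 deposition on LPS-coated wells; Dosing: 5 µM per compound in ten-compound mixtures; Detection: Anti-C3 ELISA, OD 450 nm; Buffer or medium: Mg2+-EGTA GVB++ buffer containing human serum at 1:15 dilution; Timing: 1 h at 37 °C; Replication: two different pools per compound.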
FXIa inh mix: factor XIa (human) inhibition, mixture screen. P03951. purified FXIa, fluorogenic substrate, pooled mixtures. inhibition, % at 5 µM. actives 0.19% (n = 62,000). AID 680; in the data active = inhibition above about 20%, passing the limit was not always enough;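 note: each value is inhibition by a whole ten-compound pool holding the compound; 0% = enzyme with no mixture and 100% = wells lacking enzyme; strong numbers were not always called active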
CatL block: blocks human cathepsin L protease activity. P07711. purified cathepsin L, fluorogenic substrate, fluorescence. inhibition, %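 (tested at 10 µM)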. actives 0.17% (n = 58,000); in the data active = inhibition above about 45%;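 note: 0% = enzyme with no compound and 100% = no enzyme blank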
CatS block: blocks human cathepsin S protease activity; inhibition, %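 (tested at 5 µM per compound within 10-compound mixtures)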; actives 0.06% (n = 62,000); recombinant cathepsin S, AMC dipeptide fluorescence, pooled mixtures; P25774; AID 501; in the data active = inhibition above about 32%, passing the limit was not always enough;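 note: 0% = enzyme without compound and 100% = blank without enzyme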
Target sequence (P25774 115-331 limits assumed): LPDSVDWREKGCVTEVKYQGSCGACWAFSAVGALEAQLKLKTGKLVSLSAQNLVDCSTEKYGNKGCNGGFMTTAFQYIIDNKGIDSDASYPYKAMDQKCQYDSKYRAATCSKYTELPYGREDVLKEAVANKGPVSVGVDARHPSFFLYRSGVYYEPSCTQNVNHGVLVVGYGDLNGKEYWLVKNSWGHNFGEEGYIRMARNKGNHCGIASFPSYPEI
CatB inh: inhibitors of human cathepsin B; inhibition, %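 (tested at 10 µM)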; actives 0.1% (n = 63,000); AID 453; P07858; purified cathepsin B, fluorogenic substrate, fluorescence; in the data active = inhibition above about 21%;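 note: 0% = enzyme with no compound and 100% = no enzyme blank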
* marks the source's active call; other numbers are inactive results; . = no result given. Some of the compounds tested (hit frequency here may not be typical).

Ec RNAP inh	CatG inh	CatB mix inh	C1s block	AP complement	FXIa inh mix	CatL block	CatS block	CatB inh	compound
9	-2	5	3	-5	6	10	20	4	CCc1nc(NCC2CCCO2)c2oc3ccccc3c2n1 (centres undefined)
3	1	7	0	20	8	6	4	-5	CCN1CCN(C(=O)CCCCCn2c(=O)[nH]c3cc(C(=O)OC)ccc3c2=O)CC1
10	-6	3	-3	2	1	16	7	6	Cc1cccc2c1N(CC(=O)OC(C)C)C(=O)C2=O
2	-3	5	-15	20	2	.	1	-4	COc1ccc(S(=O)(=O)Cc2ccc(C(=O)NCc3cccnc3)o2)cc1
-7	-8	2	-5	-2	4	-2	-2	0	Cn1c(=O)c2[nH]c(Nc3ccccc3)nc2n(C)c1=O
-2	-5	6	-19	-17	-3	-1	11	6	COc1ccccc1Nc1nc(N)nc(CN2CCN(c3ccccc3F)CC2)n1
7	8	0	13	13	9	.	0	1	Cc1cc(C(=O)NCc2cccs2)n(-c2ccccc2)n1
4	7	4	16	2	1	30	3	5	O=C(c1noc2c1CCCCC2)N1CCOCC1
1	-3	1	-11	0	4	0	0	4	COc1ccc(CC2NCCC3(O)CCCCC23)cc1 (centres undefined)
5	9	4	15	16	2	20	3	.	CCOC(=O)N1CCN(Cc2cccs2)CC1
8	9	11	16	16	2	5	-5	5	CCOc1ccccc1C(=O)Nc1ccc(S(=O)(=O)N2CCOCC2)cc1
2	0	5	8	13	8	-6	-5	-4	Nc1nc(-c2cccnc2)nn1C(=O)COc1ccccc1
-4	7	7	-3	18	9	-34	-6	-3	CCCCn1c(=NC(=O)c2cccnc2)c(C(=O)OCC)cc2c(=O)n3ccccc3nc21
5	13	8	15	10	6	-1	-8	4	CSc1ccccc1NS(=O)(=O)c1ccccc1
6	4	8	-26	7	10	19	18	-1	O=C(CCn1nc(-c2ccc(Cl)cc2)ccc1=O)NCc1ccccn1
9	9	-1	13	-10	2	33	-5	2	O=C(CSc1nnc(Cc2cccs2)n1-c1ccccc1)NC1CCCCC1
2	12	6	18	13	8	2	-6	-3	CCOC(=O)c1c(C)c(C(=O)NCc2ccco2)c(C)n1Cc1ccccc1
-3	7	1	0	8	-1	15	23	-2	COC(=O)c1ccccc1S(=O)(=O)N(CCCN1CCOCC1)Cc1cccs1
7	2	0	-65	0	-6	5	2	11	CCC(c1nnnn1Cc1ccc2c(c1)OCO2)N1CCN(c2ccc(F)cc2)CC1 (centres undefined)
-5	-3	-2	-3	9	-3	-6	5	-1	O=C(O)CCC(=O)N1CCN(c2ccc(C(=O)c3ccc(F)cc3)cc2)CC1
.	1	8	-8	14	11	-2	26	-1	O=C(CCS(=O)(=O)c1ccc(Cl)cc1)N1CCN(c2ccccc2F)CC1
5	0	-2	-18	0	-10	13	1	7	O=C(c1ccccc1C(=O)N1CCN(c2ccccc2F)CC1)N1CCN(c2ccccc2F)CC1
10	8	3	16	-4	1	8	-1	4	CCCN1C2CCCC1CC(NC(=O)c1ccccc1)C2 (centres undefined)
.	13	1	2	13	6	4	-6	5	CCCCn1c(CN2CCN(C)CC2)nc2ccccc21
.	-6	8	0	5	6	4	10	8	C=CCn1c(SCC(=O)NC2CCS(=O)(=O)C2)nc2scc(C3CC3)c2c1=O (centres undefined)
1	-4	2	-1	14	0	-4	-3	0	CC(C)(C)OC(=O)NCC(=O)NCC(=O)OCc1ccccc1
-2	1	1	-13	11	8	0	0	2	O=C1C2C3C=CC(C3)C2C(=O)N1c1ncn[nH]1 (centres undefined)
7	-8	6	1	5	3	28	0	-1	CC(=O)Nc1nc(=S)ss1
7	7	3	9	6	1	-1	8	3	CCOC(=O)c1c(C)c(C(=O)N2CCN(C(=O)c3ccco3)CC2)c(C)n1C
-3	1	-2	-4	-1	3	21	0	4	CCOC(=O)C1[C@H]2C(=O)N(C(C)c3ccc(OC)cc3)C[C@]23C=C[C@H]1O3 (some centres undefined)
4	-2	0	-2	2	-1	30	4	3	Nn1c(Nc2ccccc2)nc2ccccc2c1=O
6	-3	3	-13	8	3	-1	5	0	O=C(Nc1ccccc1N1CCN(C(=O)c2ccccc2)CC1)c1ccc2c(c1)OCO2
7	11	6	14	4	4	0	4	1	Cc1ccccc1C(C(=O)NCc1ccco1)N(CC1CCCO1)C(=O)Cn1nnc2ccccc21 (centres undefined)
11	14	6	17	7	2	1	6	-2	CC(=O)OCC(=O)[C@@]1(O)CC[C@H]2[C@@H]3CCC4=CC(=O)C=C[C@]4(C)[C@@]3(Cl)[C@@H](Cl)C[C@@]21C
4	10	-8	-4	15	0	-6	1	2	CCN(Cc1cc2cc(OC)ccc2[nH]c1=O)C(=O)Cc1ccc(OC)cc1
.	6	-4	-1	8	1	.	-1	2	NS(=O)(=O)c1ccc(NC(=O)CN2CCCCC2)cc1
.	2	-3	-6	12	8	12	5	-3	CNc1cc(C)nc(-n2nc(C)cc2C)n1
6	8	4	15	2	0	2	6	3	Cc1ncoc1C(=O)Nc1ccc(Oc2ccccc2)cc1
7	-3	2	-53	1	3	2	5	3	CCOC(=O)c1ccc(N2C(=O)C3CC=CCC3C2=O)cc1 (centres undefined)
-5	8	1	-2	14	6	2	-2	4	CCOC(=O)c1ccccc1NS(=O)(=O)c1ccc(S(=O)(=O)N2CCCC2)cc1
3	9	2	14	13	5	8	-5	0	COc1cc(C(=O)Nc2ccc3c(c2)OCCO3)c(-n2cnnn2)cc1OC
5	0	7	2	21	7	-3	2	-7	CCOC(=O)c1ccc(N2C(=O)c3n[nH]c(C)c3C2c2ccc(O)cc2)cc1 (centres undefined)
5	13	3	0	7	-1	.	15	1	COc1cccc(C(=O)NCc2cn3ccsc3n2)c1
5	-1	3	-31	7	13	-3	10	-3	CCCCOc1ccc(/C(O)=C2/C(=O)C(=O)N(CCN(C)C)C2c2ccc(O)c(OC)c2)cc1 (centres undefined)
2	3	-1	-8	7	6	1	-1	0	CC12CC(NC(=O)N1c1cccc(C(=O)N3CCN(c4ccccn4)CC3)c1)c1ccccc1O2 (centres undefined)
11	10	2	-2	-3	0	6	4	6	Cn1c(SCC(=O)c2ccc(F)cc2)nc2cccnc21
3	5	0	-17	6	3	17	-2	5	CN1CCN(/C=C2\SC(=S)NC2=O)CC1
19	-1	-1	-1	1	6	5	5	1	CCOc1ccccc1C(=O)NCC(=O)OCC(=O)NCCc1ccc(S(N)(=O)=O)cc1
5	-2	-6	-112	2	-6	25	-5	9	CCCCN(C)C(=O)CCCCn1c(=O)[nH]c2cc(OCC)c(OCC)cc2c1=O
3	8	2	3	13	1	.	-4	7	Cc1cccc(-n2c(CNC(=O)c3ccc(S(=O)(=O)N4CCCC4)cc3)n[nH]c2=S)c1

A draw from above in order of SMILES length, smallest number first:
Ec RNAP inh	CatG inh	CatB mix inh	C1s block	AP complement	FXIa inh mix	CatL block	CatS block	CatB inh	compound
7	-8	6	1	5	3	28	0	-1	CC(=O)Nc1nc(=S)ss1
.	2	-3	-6	12	8	12	5	-3	CNc1cc(C)nc(-n2nc(C)cc2C)n1
4	-2	0	-2	2	-1	30	4	3	Nn1c(Nc2ccccc2)nc2ccccc2c1=O
5	13	3	0	7	-1	.	15	1	COc1cccc(C(=O)NCc2cn3ccsc3n2)c1
6	8	4	15	2	0	2	6	3	Cc1ncoc1C(=O)Nc1ccc(Oc2ccccc2)cc1
11	10	2	-2	-3	0	6	4	6	Cn1c(SCC(=O)c2ccc(F)cc2)nc2cccnc21
-2	1	1	-13	11	8	0	0	2	O=C1C2C3C=CC(C3)C2C(=O)N1c1ncn[nH]1 (centres undefined)
1	-4	2	-1	14	0	-4	-3	0	CC(C)(C)OC(=O)NCC(=O)NCC(=O)OCc1ccccc1
3	9	2	14	13	5	8	-5	0	COc1cc(C(=O)Nc2ccc3c(c2)OCCO3)c(-n2cnnn2)cc1OC
4	10	-8	-4	15	0	-6	1	2	CCN(Cc1cc2cc(OC)ccc2[nH]c1=O)C(=O)Cc1ccc(OC)cc1
5	-2	-6	-112	2	-6	25	-5	9	CCCCN(C)C(=O)CCCCn1c(=O)[nH]c2cc(OCC)c(OCC)cc2c1=O
5	0	7	2	21	7	-3	2	-7	CCOC(=O)c1ccc(N2C(=O)c3n[nH]c(C)c3C2c2ccc(O)cc2)cc1 (centres undefined)
-5	8	1	-2	14	6	2	-2	4	CCOC(=O)c1ccccc1NS(=O)(=O)c1ccc(S(=O)(=O)N2CCCC2)cc1
19	-1	-1	-1	1	6	5	5	1	CCOc1ccccc1C(=O)NCC(=O)OCC(=O)NCCc1ccc(S(N)(=O)=O)cc1
7	11	6	14	4	4	0	4	1	Cc1ccccc1C(C(=O)NCc1ccco1)N(CC1CCCO1)C(=O)Cn1nnc2ccccc21 (centres undefined)
-3	1	-2	-4	-1	3	21	0	4	CCOC(=O)C1[C@H]2C(=O)N(C(C)c3ccc(OC)cc3)C[C@]23C=C[C@H]1O3 (some centres undefined)
3	8	2	3	13	1	.	-4	7	Cc1cccc(-n2c(CNC(=O)c3ccc(S(=O)(=O)N4CCCC4)cc3)n[nH]c2=S)c1
5	-1	3	-31	7	13	-3	10	-3	CCCCOc1ccc(/C(O)=C2/C(=O)C(=O)N(CCN(C)C)C2c2ccc(O)c(OC)c2)cc1 (centres undefined)
11	14	6	17	7	2	1	6	-2	CC(=O)OCC(=O)[C@@]1(O)CC[C@H]2[C@@H]3CCC4=CC(=O)C=C[C@]4(C)[C@@]3(Cl)[C@@H](Cl)C[C@@]21C

Following part.
Ec RNAP inh	CatG inh	CatB mix inh	C1s block	AP complement	FXIa inh mix	CatL block	CatS block	CatB inh	compound
6	-1	3	0	0	-4	-2	5	3	COC(=O)C1=C(C)N(c2ccc(C(=O)OC)cc2)C(=O)C1
6	1	7	1	15	2	-2	4	0	Cc1ccc(N(O)C(=O)OCCNC(=O)Nc2ccccc2)cc1
9	-10	-4	-159	7	-17	1	-26	4	COc1cc2c3c(c1)/C(=C1/SC(NC(C)=O)=NC1=O)C(=O)N3C(C)(C)C=C2C
4	1	6	5	11	9	2	3	-4	CC(C)C(NC(=O)OCc1ccccc1)C(=O)OCC(=O)N1C(C)CCCC1C (centres undefined)
4	6	0	2	5	5	10	-4	7	CCCCN(CC)S(=O)(=O)c1ccc(C(=O)Nc2nnc(-c3cccs3)o2)cc1
7	12	5	19	-1	2	-8	18	1	Cc1occc1-c1nnc(SCC(=O)N2CCCc3ccccc32)n1Cc1ccco1
8	12	5	3	9	1	13	10	3	CCn1c(=O)cc(O)c2ccccc21
2	11	5	20	13	6	-4	-2	0	O=C(NCc1cccnc1)c1ccc2c(=O)n(CCCN3CCCC3=O)c(=S)[nH]c2c1
7	9	5	2	19	1	.	12	4	O=C1CC(c2ccc(S(=O)(=O)NCc3ccncc3)cc2)CN1 (centres undefined)
-5	-2	-4	-11	21	0	-1	-12	-5	COc1ccccc1NC(=O)CSC1CC(=O)N(c2ccc3c(c2)OCO3)C1=O (centres undefined)
-4	-10	0	-30	-17	0	2	-1	-2	CCN(CC)C(=O)CCCOc1ccc(Cl)cc1Cl
0	2	-6	0	-6	6	-4	0	-2	Cn1c(=O)c2c(nc(SC3C(=O)CC(C)(C)CC3=O)n2C)n(C)c1=O
-6	8	-1	-38	-6	12	4	-1	4	COCCN(C(C)=O)c1nnc(-c2cnccn2)s1
-4	-2	-1	1	5	5	.	5	2	COc1ccc(-c2csc(NCc3ccco3)n2)cc1C
